# Tb PYK inh – qHTS of Trypanosoma Brucei Inhibitors; TbPYK enzyme, Kinase-Glo Plus ATP luminescence, 45 min; 410,000 compounds, 0.12% hits; AID 624173, 2012; Potency, µM (highest dose often 76.8 µM), for inactives: at the highest dose activity, negative = inhibition, actives largely listed as inhibitors; pyruvate kinase (Trypanosoma brucei), Q57TT1; further: potency means the concentration at half of the fitted maximal effect; nearly all actives have a fitted effect of over 50% in size
#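 TbPYK + substrate in 50 mM TEA pH 7.2, 100 mM KCl, 10 mM MgCl2, 0.05% BSA, 0.01% Tween-20; cpd pinned; ADP 130 uM final; 45 min RT; Kinase-Glo Plus 10 min; luminescence endpoint.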
# AmpC inh no detg – qHTS Inhibitors of AmpC Beta-Lactamase (assay without detergent). 330,000 compounds, 0.52% hits. Potency, µM (doses to about 57.1 µM), for inactives: at the highest dose activity change, negative = inhibition, usual class: inhibitors. AmpC nitrocefin hydrolysis, absorbance 480 nm, 0.0001% Triton. P00811;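 further: potency means the concentration at half of the fitted maximal effect; plate controls were no compound for no effect and no enzyme for full effect; nearly all actives have a fitted effect of over 20% in size; some results filed as inactive show a strong effect at the top dose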
# Target sequence (P00811 whole entry, looked up): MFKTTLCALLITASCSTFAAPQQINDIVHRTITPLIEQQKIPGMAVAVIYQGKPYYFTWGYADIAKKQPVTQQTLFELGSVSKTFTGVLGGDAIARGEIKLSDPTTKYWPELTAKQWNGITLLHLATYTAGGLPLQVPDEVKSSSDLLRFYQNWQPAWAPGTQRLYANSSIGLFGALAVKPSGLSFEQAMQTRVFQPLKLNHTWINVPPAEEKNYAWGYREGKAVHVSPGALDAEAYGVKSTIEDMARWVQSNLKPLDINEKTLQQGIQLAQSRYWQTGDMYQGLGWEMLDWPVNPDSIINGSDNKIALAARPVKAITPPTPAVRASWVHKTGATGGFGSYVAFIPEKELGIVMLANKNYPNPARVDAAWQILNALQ
#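 20 mM phosphate pH 7.0 + 0.01% (detergent screen) or 0.0001% Triton X-100; 5.3 nM AmpC reagent; cpd preinc 15 min RT; nitrocefin (800 uM stock) to start; A480 q20 s × 4 min; Activity was normalised to no-enzyme and no-compound control wells.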
# AMA1-RON2 inh – qHTS for Inhibitors of AMA1-RON; Towards Development of Antimalarial Drug Lead: Primary Screen. Plasmodium falciparum AMA1 (3D7) - RON2 peptide interaction. AlphaScreen AMA1-biotinylated RON2 peptide binding. Potency, µM (series often up to 58.2 µM), for inactives: top-dose activity change, negative = inhibition, most hits filed as inhibitors. 360,000 compounds, 0.2% hits. AID 720542, 2013;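 further: potency means the concentration at half of the fitted maximal effect; 0% = vehicle wells and -100% = peptide control; nearly all actives have a fitted effect of over 45% in size; some results filed as inactive show a strong effect at the top dose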
#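 AMA1 (3D7) with his tag at 25 nM final met compounds first, then biotinylated RON2 peptide at 25 nM; detection used donor plus acceptor beads, 10 µg/mL apiece, read by AlphaScreen after 30 min at room temperature.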
# LmPK inh – qHTS Assay for Inhibitors of Leishmania Mexicana Pyruvate Kinase (LmPK) | Q27686 | purified LmPK, Kinase-Glo ATP luminescence, 1 h | Potency, µM (doses to about 57.5 µM), without a hit: top-dose activity change, negative = inhibition, usual class: inhibitors | 290,000 compounds, 0.37% hits | AID 1721, 2009; further: potency means the concentration at half of the fitted maximal effect
# Target sequence (Q27686 whole entry, looked up): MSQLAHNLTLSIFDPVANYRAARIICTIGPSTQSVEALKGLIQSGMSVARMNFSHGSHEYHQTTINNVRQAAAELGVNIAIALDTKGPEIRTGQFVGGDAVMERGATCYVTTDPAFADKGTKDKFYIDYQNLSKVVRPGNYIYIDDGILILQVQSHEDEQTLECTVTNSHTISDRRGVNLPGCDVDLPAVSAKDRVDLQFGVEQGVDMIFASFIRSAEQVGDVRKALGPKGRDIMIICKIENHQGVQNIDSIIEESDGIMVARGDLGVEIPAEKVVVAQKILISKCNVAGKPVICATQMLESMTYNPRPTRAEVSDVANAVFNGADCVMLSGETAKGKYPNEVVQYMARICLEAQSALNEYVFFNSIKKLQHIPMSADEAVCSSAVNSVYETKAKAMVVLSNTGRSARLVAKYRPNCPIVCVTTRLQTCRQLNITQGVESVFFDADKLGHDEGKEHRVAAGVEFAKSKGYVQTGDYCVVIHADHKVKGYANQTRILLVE
#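 Purified LmPK (0.1 nM) with 0.5 mM PEP and 0.1 mM ADP in imidazole buffer pH 7.2 with MgCl2/KCl, 1 h at room temperature. ATP formed was read by luciferase luminescence and normalized to no-enzyme and uninhibited controls.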
# Sm TGR inh – qHTS Assay for the Inhibitors of Schistosoma Mansoni Peroxiredoxins; Schistosoma mansoni thioredoxin glutathione reductase (TGR), Q962Y6; Potency, µM (top dose mostly 114 µM), inactives show at the top dose activity change, negative = inhibition, most hits filed as inhibitors; purified TGR, DTNB reduction, TNB absorbance 405 nm; AID 485364, 2010; 360,000 compounds, 3% hits; further: potency means the concentration at half of the fitted maximal effect; nearly all actives have a fitted effect of over 60% in size
#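 TGR 20 nM + NADPH 100 uM (dispensed conc.), cpd preinc 15 min RT; start with NADPH (500 uM addition) then DTNB (15 mM addition). Kinetic TNB absorbance, 405 nm filter. Four-parameter Hill fit across titration.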
# AmpC detergent – qHTS Inhibitors of AmpC Beta-Lactamase (assay with detergent). P00811. AmpC hydrolysis of nitrocefin, absorbance 480 nm, 0.01% Triton. Potency, µM (series often up to 114 µM), for the others: top-dose activity change, negative = inhibition, usual class: inhibitors. 370,000 compounds, 0.041% hits. AID 485294, 2010;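 further: potency means the concentration at half of the fitted maximal effect; 0% = no-compound wells and -100% = no-enzyme wells; nearly all actives have a fitted effect of over 25% in size; some results filed as inactive show a strong effect at the top dose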
#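 AmpC (5.3 nM in the dispensed reagent) in 20 mM phosphate pH 7.0 with 0.01% (detergent screen) or 0.0001% Triton X-100 was preincubated with compounds for 15 min at room temperature. Nitrocefin was then added from an 800 uM solution, and hydrolysis was followed at 480 nm.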
# HCMV antiviral – qHTS Assay for inhibitors of the human cytomegalovirus (HCMV). AID 1259415, 2018. HFF cells, HCMV-luciferase reporter, 72 h; active compounds read low. activity change, negative = inhibition, % at 57.5 µM. 410,000 compounds, 4.5% hits; in the data active means activity change below about -60%; inconclusive means no clear call, values can overlap the other calls; inactive means above about -39%
#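 Two compound doses tested in HFFs infected with HCMV-luciferase, MOI 1 PFU/cell, 72 h at 37C. Lysate luminescence read with OneGlo; data normalized against buffer-only and 10uM Salinomycin inhibitor controls.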
# An asterisk follows results filed as active; ? = inconclusive; / = not tested or not shown; + = active, no number; [ ] = another dose, or the depositor's remark. Unless noted, the call rests on the fitted dose curve; in most records, active means well fitted curve in the direction sought with a large enough effect; inconclusive means small, poorly fitted or top-dose-only effect, or another doubt; inactive means no such curve, though single readings can be large; an effect the other way counts as inactive or inconclusive. Unless noted, on the % scale 0 is the no-effect control and ±100 the full control effect. An unsorted share of the library; about 7.4% have a hit in one of these screens.
SMILES,Tb PYK inh,AmpC inh no detg,AMA1-RON2 inh,LmPK inh,Sm TGR inh,AmpC detergent,HCMV antiviral
COc1ccc(OC)c(S(=O)(=O)N(C)CC(=O)N2CCOCC2)c1,-3%,-11%,-7%,3%,-11%,?,?
COc1ccc(NS(=O)(=O)c2ccc3oc(=O)c4[nH]c(=O)c(=O)n(C)c4c3c2)cc1,2%,-26%,89%[activator],6%,50µM*,3%,-23
COc1cc(S(=O)(=O)Nc2ccc(C)cc2)ccc1NC(=O)c1ccncc1,4%,-18%,-3%[2.32 µM],5%,-15%,-13%,-19
CCCOc1ccc(N2CC(C(=O)Nc3ccccn3)CC2=O)cc1 (centres undefined),13%,4%,?,1%,4%,?,6
CCCc1nc2ccccc2c(=O)n1CCc1ccccc1,-9%,-36%,3%,0%,10%,-20%,-26
O=C(Cn1ncc2c3ccccc3n(Cc3ccccc3F)c2c1=O)NCCCc1ccccc1,1%,/,/,/,7%,8%,-3
CCOC(=O)c1nnc(-c2ccccc2)nc1Sc1c(Cl)cccc1Cl,1%,-32%,?,5%,-3%,?,33
CCCCc1c(C)nc2c(-c3ccc(Cl)cc3)c(C)[nH]n2c1=O,-10%,/,/,/,-8%,-2%,-7
OCCOCCn1c(C(CO)Nc2nc(-c3ccccc3Br)cs2)nc2ccccc21 (centres undefined),-9%,/,39%[activator],/,/,/,8
CCOC(=O)C1CN(S(=O)(=O)c2ccc(C)cc2)CCN1S(=O)(=O)c1ccc(C)cc1 (centres undefined),1%,-11%,7%,-2%,5%,-5%,0
Cc1c(Cl)cccc1NC(=O)CCn1nc(C)c2c(C)n(-c3ccccc3)nc2c1=O,3%,/,/,/,7%,22%,3
Nc1ccnn1Cc1ccc(Br)s1,-5%,-20%,10%,-1%,-1%,?,21

# Part of the list above in order of heavy-atom count, rising:
SMILES,Tb PYK inh,AmpC inh no detg,AMA1-RON2 inh,LmPK inh,Sm TGR inh,AmpC detergent,HCMV antiviral
Nc1ccnn1Cc1ccc(Br)s1,-5%,-20%,10%,-1%,-1%,?,21
CCCc1nc2ccccc2c(=O)n1CCc1ccccc1,-9%,-36%,3%,0%,10%,-20%,-26
CCCCc1c(C)nc2c(-c3ccc(Cl)cc3)c(C)[nH]n2c1=O,-10%,/,/,/,-8%,-2%,-7
COc1ccc(OC)c(S(=O)(=O)N(C)CC(=O)N2CCOCC2)c1,-3%,-11%,-7%,3%,-11%,?,?
CCCOc1ccc(N2CC(C(=O)Nc3ccccn3)CC2=O)cc1 (centres undefined),13%,4%,?,1%,4%,?,6
CCOC(=O)c1nnc(-c2ccccc2)nc1Sc1c(Cl)cccc1Cl,1%,-32%,?,5%,-3%,?,33
COc1cc(S(=O)(=O)Nc2ccc(C)cc2)ccc1NC(=O)c1ccncc1,4%,-18%,-3%[2.32 µM],5%,-15%,-13%,-19
COc1ccc(NS(=O)(=O)c2ccc3oc(=O)c4[nH]c(=O)c(=O)n(C)c4c3c2)cc1,2%,-26%,89%[activator],6%,50µM*,3%,-23
Cc1c(Cl)cccc1NC(=O)CCn1nc(C)c2c(C)n(-c3ccccc3)nc2c1=O,3%,/,/,/,7%,22%,3
O=C(Cn1ncc2c3ccccc3n(Cc3ccccc3F)c2c1=O)NCCCc1ccccc1,1%,/,/,/,7%,8%,-3

# More results follow.
SMILES,Tb PYK inh,AmpC inh no detg,AMA1-RON2 inh,LmPK inh,Sm TGR inh,AmpC detergent,HCMV antiviral
CCN(CC(=O)NCc1cccs1)C(=O)c1cc(S(=O)(=O)N2CCOCC2)ccc1C,-4%,13%,-13%,-1%,-4%,3%,-7
O=C1COc2ccccc2N1Cc1ccccc1Cl,2%,-34%,3%,16%,-17%,?,?
COc1ccc(NC(=O)c2nnn(Cc3nc(-c4cc(OC)c(OC)c(OC)c4)oc3C)c2C)cc1,3%,/,/,/,0%,5%,11
C#CCOCCOCCOCCNc1nc(N2CCN(C(=O)[C@H](Cc3cc4ccccc4[nH]3)n3cc([C@@H](N)C(C)CC)nn3)CC2)nc(N2CCN(C(=O)[C@H](CCCCN)n3cc([C@@H](N)CO)nn3)CC2)n1 (some centres undefined),/,203%[activator],/,4%,-28%,9%,/
C=CCNC(=S)NNC(=O)COc1ccc(Cl)cc1Cl,-21%,-21%,36%[activator],2%,-18%,-1%,1
COc1ccccc1N1CCN(Cc2nc3ccccc3[nH]2)CC1,-2%,10%,1%,-8%,-10%,?,14
Cc1ccc(C)c(C(=O)C(C)OC(=O)CN2C(=O)NC3(CC(C)CC(C)(C)C3)C2=O)c1 (centres undefined),-1%,62%[activator],-7%,0%,-8%,?,16
COc1ccc(CNC(=O)CSCc2ccc(C)cc2)c(OC)c1,1%,/,/,/,4%,6%,5
COC(=O)c1ccc(/C=N/n2c(C)nc3ccccc3c2=O)cc1,-3%,-11%,-3%,4%,-1%,-1%,14
COc1ccc(N(CC(=O)N/N=C/c2ccccc2OC)S(=O)(=O)c2ccccc2)cc1,1%,-31%,0%,-5%,-5%,-10%,-12
CC(C)(C)OC(=O)C[C@@H]1C/C=C\C[C@H](CC(=O)N[C@@H](CO)Cc2ccccc2)C(=O)N[C@H](C(C)(C)C)COC1=O,-6%,215%[activator],-3%,/,/,/,16
CC(C)[C@H](NC(=O)C1CC(=O)N(c2ccc(F)cc2)C1)C(=O)N1CCCCC1 (some centres undefined),-5%,12%,9%,0%,-11%,?,-4
CCOc1ccc(NC(=S)N(CCN2CCOCC2)Cc2ccc3c(c2)CCCN3CC)cc1,-4%,171%[activator],-26%,-2%,0%,-7%,?
CCCCn1c(SCC(=O)c2ccc3c(c2)OCCO3)nnc1-c1ccoc1C,-13%,9%,0%,1%,?,?,15
Cc1ccccc1Nc1nc(N)nc(CSc2ccc(F)cc2)n1,4%,-21%,4%,7%,-8%,2%,32
Cc1ccc(-n2c(SCC(=O)N3CCOCC3)nnc2-c2cccnc2)cc1C,-5%,24%,39%[activator],2%,5%,1%,-5
CC(C)CC1C(=O)N(Cc2cn(Cc3ccco3)nn2)CCS(=O)(=O)N1Cc1ccc(-c2ccc(Cl)c(Cl)c2)cc1 (centres undefined),-2%,/,67%[activator],/,/,/,7
C=CCNC(=S)NNC(=O)c1ccc(Br)o1,-9%,-9%,80%[activator],-3%,-18%,-16%,-7
CN1CCc2c(sc(NC(=O)C3CCCCC3)c2C(N)=O)C1,-1%,-26%,12%,-2%,-1%,-15%,35
Cc1ccccc1CN1CCN(C(=O)c2ccco2)CC1,2%,-4%,-29%,1%,0%,1%,59
CC1=C(C#N)C(C)(C)C(C#N)=C(C)N1,4%,/,-6%,/,/,/,1
Cn1c(=O)c2[nH]c(-c3ccccc3)nc2n(C)c1=O,/,-19%,/,-7%,-10%,-10%,/
CCOC(=O)c1c(C)oc2ncnc(N3CCN(c4ccccc4OC)CC3)c12,-1%,/,/,/,-8%,19%,-6
Cn1c(=O)cc(SCC(=O)NCCC2=CCCCC2)c2ccc(Cl)cc21,1%,-8%,-1%,5%,0%,-13%,-6
CC1CCN(C(=O)Cn2cc([N+](=O)[O-])ccc2=O)c2ccccc2S1 (centres undefined),3%,-25%,22%,/,/,/,5
Cc1ccccc1Cn1cnc2c([N+](=O)[O-])c(C)c(C)cc21,0%,-18%,-6%,4%,11%,-13%,8
Cc1cc(NC(=O)CN(C)CC(=O)Nc2ccc(Cl)c(C(F)(F)F)c2)no1,-1%,41%,119%[activator],/,0%,-2%,-7
Cc1cc(C(=O)CN2C(=O)c3ccccc3S2(=O)=O)c(C)n1C(C)C,0%,-4%,-5%[11.6 µM],/,-4%,3%,+
O=C(NCCCCc1ccccc1)Nc1ccc(F)cc1,-1%,-39%,-12%,-8%,-12%,3%,-30
CC(C)CCN1CCN(C2CCN(c3ccc4c(c3)OCO4)CC2)CC1CCO (centres undefined),-4%,-1%,-2%,2%,47%[activator],-4%,-7
O=C(Nc1ccc(F)cc1)c1cccnc1N1CCCCC1,-5%,40%,22%,-14%,0%,-8%,8
Cc1ccc(-c2n[nH]c(=S)n2/N=C/c2cccs2)cc1,?,-25%,36%[activator],-27%,-10%,-8%,7
O=C(NC(=S)N1CCN(c2ccc(F)cc2)CC1)C12CC3CC(CC(C3)C1)C2,-6%,-30%,27%[2.32 µM],4%,0%,?,-25
CN(C)CCNC(=O)c1ccc2c(c1)NC(=O)C(CS(=O)(=O)Cc1cccc(Br)c1)N2 (centres undefined),-9%,/,/,/,?,-3%,101
O=C(NNC(=O)C1CC=CCC1C(=O)O)c1ccc(Cl)cc1 (centres undefined),2%,-30%,18%,0%,2%,2%,41
O=C(COc1ccc([N+](=O)[O-])cc1)NCc1ccccc1,-2%,-8%,10%,-1%,-26%,-13%,18
Cn1nc(C(F)(F)F)cc1Oc1ncc(C(F)(F)F)cc1Cl,3%,-14%,-11%,-2%,5%,-21%,-62*
CCc1ccc(C(=O)COC(=O)c2nn(C)c(=O)c3ccccc23)cc1,-3%,100%[activator],-4%,0%,6%,-6%,5
CNc1ncnc2c1cnn2-c1ccc(C)c(C)c1,0%,/,/,/,1%,8%,14

# Assay outcomes as filed in PubChem BioAssay.
